Screening results deposited in PubChem BioAssay by several laboratories.
OX1R antag-1: blocks the human orexin 1 receptor. inhibition, % at 5 µM. AID 434989. O43613. 330,000 compounds, 0.43% hits. CHO/OX1R cells, Fluo-8 calcium fluorescence, orexin A;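 active = inhibition above its plate's threshold, mean inhibition of all tested compounds on the plate plus 3 SD, cut at about 37% in these data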;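 note: 0% = orexin A challenge wells and 100% = SB-334867-A antagonist wells; not every result past the cut was called active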
Target sequence (O43613 whole entry, looked up): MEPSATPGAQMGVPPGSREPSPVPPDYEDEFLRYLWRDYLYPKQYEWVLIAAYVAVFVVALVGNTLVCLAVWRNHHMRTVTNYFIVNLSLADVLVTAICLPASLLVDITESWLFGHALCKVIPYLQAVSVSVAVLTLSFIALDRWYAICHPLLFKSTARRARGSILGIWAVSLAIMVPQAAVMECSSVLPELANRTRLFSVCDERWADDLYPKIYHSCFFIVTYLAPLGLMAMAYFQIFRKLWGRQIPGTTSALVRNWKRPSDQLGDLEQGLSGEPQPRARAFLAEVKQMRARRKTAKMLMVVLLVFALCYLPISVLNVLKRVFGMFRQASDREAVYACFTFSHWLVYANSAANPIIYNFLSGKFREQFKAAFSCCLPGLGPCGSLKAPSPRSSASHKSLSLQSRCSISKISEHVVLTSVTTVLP
CHT allo act: allosteric activators of human choline transporter CHT | 310,000 compounds, 0.49% hits | AID 488977 | CHT-expressing cells, membrane potential dye, choline EC20; stronger effect = higher value; LV-AA mutant CHT in HEK293 cells | Q9GZV3 | B-score at 10 µM;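 active = initial fluorescence not abnormally high and integrated response B-score, plate-corrected, over 3 SD above library mean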
Target sequence (Q9GZV3 whole entry, looked up): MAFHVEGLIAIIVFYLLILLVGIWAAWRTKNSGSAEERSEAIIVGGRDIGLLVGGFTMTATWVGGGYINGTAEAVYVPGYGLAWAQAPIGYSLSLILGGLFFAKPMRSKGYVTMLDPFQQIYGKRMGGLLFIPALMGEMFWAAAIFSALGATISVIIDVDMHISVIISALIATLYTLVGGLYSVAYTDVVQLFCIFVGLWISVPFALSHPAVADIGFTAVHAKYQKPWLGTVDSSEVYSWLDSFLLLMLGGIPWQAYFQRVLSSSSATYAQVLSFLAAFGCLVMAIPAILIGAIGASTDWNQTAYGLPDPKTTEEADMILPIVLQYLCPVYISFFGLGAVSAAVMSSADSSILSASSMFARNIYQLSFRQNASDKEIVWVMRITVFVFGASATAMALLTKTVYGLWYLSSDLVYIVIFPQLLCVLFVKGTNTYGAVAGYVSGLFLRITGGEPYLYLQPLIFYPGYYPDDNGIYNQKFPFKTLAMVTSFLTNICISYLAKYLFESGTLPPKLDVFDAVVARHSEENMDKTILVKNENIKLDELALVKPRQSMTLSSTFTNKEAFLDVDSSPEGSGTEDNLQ
OX1R antag-2: antagonists of human orexin 1 receptor (OX1R); O43613; OX1R-expressing cells, FRET antagonist read-out; inhibition, % at 6.6 µM; 330,000 compounds, 1.8% hits; AID 485270; in the data active = inhibition mostly above about 38%, no sharp cut-off; inactive = mostly below about 40%;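 note: 0% = agonist challenge alone and 100% = reference antagonist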
Numbers without * were called inactive; i = inactive; · = no result given.

SMILES	OX1R antag-1	CHT allo act	OX1R antag-2
Cc1cc(C)c(NC(=O)CN2C(=O)NC3(CCCc4ccccc43)C2=O)c(Cl)c1 (centres undefined)	-18	i	12
O=C1NC(SCCCF)=N/C1=C/c1ccc(-n2cncn2)cc1	-10	i	46
Cc1ccsc1C1C(C#N)=C(N)OC2=C1C(=O)CC(C)(C)C2 (centres undefined)	5	i	3
COc1ccc(/C=C/C(=O)OCC(=O)Nc2ccc3[nH]c(=O)[nH]c3c2)cc1OC	-13	i	5
OCC1(Cc2ccccc2)CCN(Cc2cc3ccccc3o2)CC1	-20	i	6
CS(=O)(=O)c1ccccc1C(=O)N(CCC1=CCCCC1)c1c(N)n(Cc2ccccc2)c(=O)[nH]c1=O	-20	i	22
CCC(=O)NC(NC(=S)Nc1cccc2cccnc12)C(Cl)(Cl)Cl (centres undefined)	-7	i	21
NS(=O)(=O)c1cccc(NC(=O)COC(=O)C2CCCCC2)c1	-8	i	0
Cc1ccc(C(=O)NC(=S)Nc2ccc3[nH]c(=O)[nH]c3c2)c(C)c1	2	i	33
CC(C)[N+](C)(CCOC(=O)C1c2ccccc2Oc2ccccc21)C(C)C	-3	i	11
O=C(CCCCCNc1nc(=S)[nH]c2ccccc12)NCCC1=CCCCC1	-25	i	21
O=C(C1=C[C@H](c2csc3ccccc23)C[C@H](OCCCCO)O1)N1CCOCC1	-2	i	22
COc1cc2c(c(OCC(=O)NC(C)C)c1)C(=O)O[C@@H](C)CCCC(=O)CCCCC2	-33	i	2
Cc1ccc(C)c(C2C(C#N)=C(N)Oc3cc(C)oc(=O)c32)c1 (centres undefined)	4	i	8
O=C1Nc2ccc(Br)cc2C12NNc1ccccc1O2 (centres undefined)	60*	i	34
COC(=O)[C@@H]1C[C@@]2(O)[C@@H](O)[C@@H](O)[C@@H](O)C[C@H]2N1Cc1ccc(C(F)(F)F)cc1	-3	i	4
CCCCNC(=S)N(C)/N=C/c1ccc(OCC(=O)Nc2c(C)cc(C)cc2C)c(OC)c1	-48	i	21
CCC(=O)N(CCN1CCOCC1)Cc1cc2cc3c(cc2nc1Cl)OCO3	-10	i	21
CN(C)c1cc[n+](CCC(=O)Nc2cccc([N+](=O)[O-])c2N)cc1	13	i	41
Cc1cc(-c2n[nH]c(=S)n2/N=C/c2ccccc2[N+](=O)[O-])n[nH]1	-12	i	17
CCC(=O)N1CCN(c2ccccc2NC(=O)COc2ccccc2Cl)CC1	-4	i	12
Cn1nc(C(F)(F)F)c(C(=O)Nc2ccc(F)cc2F)c1Sc1ccc(Cl)cc1	-27	i	11
Cc1cc(NC(=O)CSc2nc(C)c(C)n2CC(C)C)no1	-4	·	5
CC1CCN(S(=O)(=O)c2nnc(NC(=O)COc3ccccc3F)s2)CC1	-3	i	8
O=C(COC(=O)/C=C/c1ccc(F)cc1)Nc1ccc2[nH]c(=O)[nH]c2c1	3	i	20

Continued:
SMILES	OX1R antag-1	CHT allo act	OX1R antag-2
Cc1cc(C)n(CC(O)COc2ccccc2Br)n1 (centres undefined)	-15	i	3
COc1cccc2cc(C(=O)OCc3ccccc3)c(=O)oc12	-20	i	10
c1ccc(-c2n[nH]nc2-c2ccccc2)cc1	2	i	5
CC(C(=O)O)N1C(=O)/C(=C/C=C/c2ccco2)SC1=S (centres undefined)	-2	i	32
O=C(O)c1nn(CCSc2ccccc2F)c(=O)c2ccccc12	-22	i	13
CCc1ccccc1NC(=O)CSc1n[nH]c(C)c1[N+](=O)[O-]	-8	i	20
Cc1ccc(N2CC(C(=O)OCC(=O)c3ccc(F)cc3)CC2=O)cc1 (centres undefined)	-24	i	16
Cc1ccccc1-n1c(-c2csc3ccccc23)n[nH]c1=S	-8	i	11
COc1ccc(N2CCC(CNC(=S)Nc3cccc(C)c3)C2)cc1 (centres undefined)	-23	i	21
O=C(CSc1cn[nH]n1)Nc1ccccc1C(F)(F)F	-10	i	22
COc1ccc(C(=O)NCc2c(CC(C)C)oc(C)c2C(=O)O)cc1	7	i	14
COc1ccc2cc(C(=O)N3CCc4ccccc43)[nH]c2c1	-13	i	25
O=C(CC(c1ccc(F)cc1)c1ccco1)N1CCCC1 (centres undefined)	-11	i	19
O=C(CN(C1CCCCC1)S(=O)(=O)c1ccc(F)cc1)Nc1ccc2c(c1)OCO2	-11	i	8
CCOc1ccc(CC(=O)C2C(=O)CCCC2=O)cc1OCC	-22	i	5
C=CCc1cccc(C=Nc2cccn3cc(-c4ccccc4)nc23)c1O	-20	i	17
Nn1c(SCc2cccc(Cl)c2)nnc1-c1ccncc1	-14	i	11
CC(=O)c1ccc(C(=O)N(CCN(C)C)c2nc3c(Cl)cccc3s2)cc1	-5	i	2
O=C(NC1CCCCC1)C(c1ccc(F)cc1)N(CCc1ccccc1)C(=O)CN1C(=O)c2ccccc2S1(=O)=O (centres undefined)	-2	i	5
COC(=O)c1c(C)oc(C)c1S(=O)(=O)Nc1ccccc1	7	i	11
N#Cc1cccc(OCC(=O)NC(=O)NCc2ccccc2)c1	10	i	14
Nc1c(-c2ccc3c(c2)OCCO3)oc2ccccc2c1=O	-15	i	15
CC1CCC(NC(=O)c2ccc(S(C)(=O)=O)cc2)CC1 (centres undefined)	2	i	26
Cc1c(OC(C)C(=O)NCC(O)c2ccccc2)ccc2c3c(c(=O)oc12)CCCC3 (centres undefined)	-33	i	24
COc1cc(/C=C(/C#N)c2nc3ccccc3[nH]2)ccc1OC(=O)c1ccco1	-30	i	31

Structures from the list above that contain a CF3 group:
SMILES	OX1R antag-1	CHT allo act	OX1R antag-2
COC(=O)[C@@H]1C[C@@]2(O)[C@@H](O)[C@@H](O)[C@@H](O)C[C@H]2N1Cc1ccc(C(F)(F)F)cc1	-3	i	4
Cn1nc(C(F)(F)F)c(C(=O)Nc2ccc(F)cc2F)c1Sc1ccc(Cl)cc1	-27	i	11
O=C(CSc1cn[nH]n1)Nc1ccccc1C(F)(F)F	-10	i	22

(more compounds)
SMILES	OX1R antag-1	CHT allo act	OX1R antag-2
CCC1Sc2ccc(S(=O)(=O)CCC(=O)Nc3ccccc3Br)cc2NC1=O (centres undefined)	-28	i	2
COCCN1CCN(C(=O)c2ccc3oc(CCc4ccccc4)nc3c2)CC1	-6	i	-7
O=C(CCCn1cncn1)N1CCCC(N2CCN(c3ccc(F)cc3)CC2)C1 (centres undefined)	1	i	14
O=C1C(=Cc2cccn2-c2ccc(O)cc2)C(=O)c2ccccc21	-3	i	27
Cc1cc2ncn(CCC(=O)NC(C)(C)C)c2cc1C	-17	i	33
O=C1CC(c2ccccc2F)c2cc3c(cc2N1)CCC3 (centres undefined)	-28	i	4
CCN1C(=O)C(CC(=O)Nc2ccc(OC)cc2)N(CCc2ccccc2F)C1=S (centres undefined)	-2	i	2
CCOc1cc(C)c(Cl)cc1S(=O)(=O)NC1CC(C)(C)NC(C)(C)C1	-23	i	10
COc1cccc(OCc2cc(C(=O)N3CCN(c4ccccc4O)CC3)no2)c1	-15	i	2
O=C(NC1CCCCC1)N1CCCC1	-15	i	6
CCCCC(=O)O[C@]1(C(=O)CO)CC[C@H]2[C@@H]3CCC4=CC(=O)CC[C@]4(C)[C@H]3[C@@H](O)C[C@@]21C	-27	i	10
COCC(=O)Nc1ccc2c(c1)OCC(=O)N2Cc1ccc(C)cc1	-2	i	24
O=C(NCc1ccccn1)c1cc(-c2ccc(Br)cc2)nc2ccccc12	-40	i	20
O=C(C[C@@H]1C/C=C\CC[C@@H](Cc2ccc(F)cc2)C(=O)OC[C@@H]2CCCN2C1=O)NCCO	-3	·	9
Cc1[nH]c(=O)[nH]c(=O)c1S(=O)(=O)N(C)Cc1ccccc1	-5	i	11
CCC(C)Sc1nc2c(c(=O)n1C)SC(C)C2 (centres undefined)	-40	i	2
CC#CC[N+](C)(C)CCCCCCCCCC	-27	i	7
CCNC(=S)N1CCCC(c2nc3ccc(C)cc3[nH]2)C1 (centres undefined)	-15	i	34
CN(C(=O)CC1C(=O)NCCN1Cc1ccc(F)c(F)c1)C1CCOCC1 (centres undefined)	1	i	8
N/C(Cn1cncn1)=N\NC(=O)C(=O)Nc1cccc(C(F)(F)F)c1	-32	i	7
COc1ccc(-c2noc(CN(C)C(=O)c3ccc4c(c3)OCO4)n2)cc1OC	-21	i	21
COc1ccccc1N(Cc1ccccc1)S(=O)(=O)c1cccc(C(=O)N2CCCCC2)c1	6	·	15
CC(=O)Nc1cccc(NC(=O)CSc2nn3c(=O)c(C)nnc3s2)c1	-7	i	8
CC(C)C(=O)NS(=O)(=O)c1ccc(NS(C)(=O)=O)cc1	-1	i	5
COC(=O)c1c(NS(C)(=O)=O)sc2c1CCCC2	-24	i	26

Rewritten with each value named: part of the list above
> O=C(C[C@@H]1C/C=C\CC[C@@H](Cc2ccc(F)cc2)C(=O)OC[C@@H]2CCCN2C1=O)NCCO
- OX1R antag-1 = -3
- CHT allo act = ·
- OX1R antag-2 = 9

> Cc1[nH]c(=O)[nH]c(=O)c1S(=O)(=O)N(C)Cc1ccccc1
- OX1R antag-1 = -5
- CHT allo act = i
- OX1R antag-2 = 11

Next section
SMILES	OX1R antag-1	CHT allo act	OX1R antag-2
CC1CN(Cc2ccccc2)c2ccccc2NC1=S (centres undefined)	-8	i	17
COc1ccc(-c2nnc(SCC(=O)c3cc(C)n(Cc4cccs4)c3C)o2)cc1	-2	i	4
Cc1cc(NC(=O)c2cccc(S(=O)(=O)N3CCCCC3)c2)no1	-19	i	16
CCN(/C=N/S(=O)(=O)c1ccc(Cl)cc1)CC	1	i	3
COc1ccc(S(=O)(=O)N(C)C[C@H]2Oc3ccc(NC(=O)Nc4ccc5c(c4)OCO5)cc3CC(=O)N([C@@H](C)CO)C[C@@H]2C)cc1	-8	·	5
CCN1CCn2c3c(c4cc(C)ccc42)CCCC31 (centres undefined)	-17	i	17
CCCCNC(=O)CSc1nnc(-c2ccc(S(=O)(=O)N3CCCC3)cc2)n1C	-20	i	1
CN(c1ccccc1C(=O)NCc1ccco1)S(C)(=O)=O	-10	i	3
CCOCCCNC(=O)c1ccc2c(c1)N(CC)C(=O)c1ccccc1S2=O (centres undefined)	-25	i	3
CCCCNC(=O)N1CCCC(C(=O)c2cc(C)c(OC)c(C)c2)C1 (centres undefined)	-26	i	36
COc1ccc(CNC(=O)C(C)N(Cc2ccccc2OC)C(=O)c2snc(C(N)=O)c2N)cc1 (centres undefined)	-24	i	21
O=c1c(=Nc2ccccc2O)c(=O)c2ccccc12	-3	i	22
c1csc(-c2nn3c(Cn4nnc5ccccc54)nnc3s2)c1	-12	i	-6
O=C(O)C(Cc1ccc(Cl)cc1)NS(=O)(=O)c1ccc(Cl)cc1 (centres undefined)	-4	i	-3
Cc1cc(Nc2ccc(F)cc2C)n2ncnc2n1	-12	i	11
CN(C)Cc1c(C(=O)Nc2ccccc2)[nH]c2ccccc12	-26	i	22
COc1ccc(NC(=O)CSc2nnc(C3CC3)n2C)cc1S(=O)(=O)N1CCCCC1	-6	·	4
O=c1cc(CO)oc(CN2CCCC2)c1O	-7	i	13
CCOc1ccc2c(c1)[N+](C)(C)C(C)(C)C=C2C	-1	i	-3
CCOCCCNC(=O)CN1C(=O)NC(Cc2c[nH]c3ccccc23)C1=O (centres undefined)	-21	i	0
CCCCCC(=O)Nc1ccc(S(=O)(=O)Nc2nccnc2OC)cc1	-10	i	4
COc1cc(CNc2ccc3[nH]c(=O)[nH]c3c2)cc(Cl)c1OCC(=O)NC(C)(C)C	-32	i	8
COc1cccc(NC(=O)CCCNC(=O)Cn2cnc3sc(C)c(C)c3c2=O)c1	-4	i	15
O=C(CSc1nc(-c2ccc(F)cc2)cs1)N1CCN(C(=O)c2ccco2)CC1	-41	i	17
CCCCNC(=O)C1(O)c2ccccc2NC(=O)N1c1ccc(Cl)cc1 (centres undefined)	-26	i	13
O=C(O)c1ccc(COc2ccc([N+](=O)[O-])cc2)o1	11	i	3
CN1C/C(=C/c2ccsc2)C(=O)/C(=C/c2ccsc2)C1	-15	i	6
CC(Sc1nnc(CNC(=O)c2ccccc2F)n1C)C(=O)Nc1nccs1 (centres undefined)	0	i	4
C/C(=N\NC(=O)C(O)(c1ccccc1)c1ccccc1)c1ccc(C)o1	-9	i	14
Cc1ccc(S(=O)(=O)N2CCN(C(=O)C3CCN(C(=O)c4ccccc4C)CC3)CC2)cc1C	-37	i	1

Molecules from the list above with bromine:
SMILES	OX1R antag-1	CHT allo act	OX1R antag-2
O=C1Nc2ccc(Br)cc2C12NNc1ccccc1O2 (centres undefined)	60*	i	34
Cc1cc(C)n(CC(O)COc2ccccc2Br)n1 (centres undefined)	-15	i	3
CCC1Sc2ccc(S(=O)(=O)CCC(=O)Nc3ccccc3Br)cc2NC1=O (centres undefined)	-28	i	2
O=C(NCc1ccccn1)c1cc(-c2ccc(Br)cc2)nc2ccccc12	-40	i	20

OX1R antag-1: entries above that show a hit
Compound,OX1R antag-1,OX1R antag-2
O=C1Nc2ccc(Br)cc2C12NNc1ccccc1O2 (centres undefined),60*,34
